# hiPSC survival: enhancers of single-cell hiPSC survival, primary screen, ATPlite luminescence; 100% = ROCK inhibitor wells, 0% = DMSO; survival enhancement, % at 20 µM; 360,000 tested, 0.044% active; AID 602274, 2012; in the data active means survival enhancement above about 18%;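 further: cells exposed to compounds for 16 hours before the ATP read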
# Granule exo inh: LAMP-1 surface exposure blockers, TALL-104 cells – cell-based, flow cytometry, MLPCN library, primary screen | TALL-104 LAMP-1 surface exposure; cells stimulated with thapsigargin and PMA | 360,000 tested, 0.66% active | inhibition, % at 10 µM;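 active means inhibition above about 55%, limit read from the data; inconclusive means no clear call, values can overlap the other calls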
# MITF TRPM1 inh: inhibitors of MITF-dependent TRPM1 promoter reporter, primary screen, cell-based, SK-MEL-5, single point, luciferase; SK-MEL-5 TRPM1 promoter luciferase, 24 h; inhibition, % at 12.5 µM; 330,000 tested, 0.83% active; AID 488899, 2010;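 active means mean inhibition across replicates of 60% or more, whatever share of single replicates reaches that level; inconclusive means some that reach 60%, reason not given; inactive means mean inhibition across replicates below 60%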; further: values of inactives mirror those of a sister screen read the other way
# HIF-2a block: HIF-2a reporter inhibitors, primary screen, luminescence, 786-0 RCC cells | 786-0 RCC cells HIF-2a reporter, luciferase luminescence, overnight | inhibition, % at 18.8 µM | 360,000 tested, 0.72% active | AID 624352, 2012;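 active means inhibition of the luminescence signal of 40% or more relative to plate controls, in a single-dose primary screen at 18.75 µM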
# PDI inh: inhibitors of human PDI, primary screen, biochemical, turbidity, single point, plate reader; Protein disulfide-isomerase (Homo sapiens), P07237; PDI insulin aggregation turbidity, A650, 90 min; 350,000 tested, 0.052% active; inhibition, % at 10 µM; AID 588391, 2011;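 active means mean inhibition across replicates of 30% or more, whatever share of single replicates reach that level; inconclusive means mean inhibition below 30% while every single replicate reaches 30%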;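 further: absorbance from insulin aggregation driven by PDI reduction with DTT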
# Target sequence (P07237 whole entry, looked up): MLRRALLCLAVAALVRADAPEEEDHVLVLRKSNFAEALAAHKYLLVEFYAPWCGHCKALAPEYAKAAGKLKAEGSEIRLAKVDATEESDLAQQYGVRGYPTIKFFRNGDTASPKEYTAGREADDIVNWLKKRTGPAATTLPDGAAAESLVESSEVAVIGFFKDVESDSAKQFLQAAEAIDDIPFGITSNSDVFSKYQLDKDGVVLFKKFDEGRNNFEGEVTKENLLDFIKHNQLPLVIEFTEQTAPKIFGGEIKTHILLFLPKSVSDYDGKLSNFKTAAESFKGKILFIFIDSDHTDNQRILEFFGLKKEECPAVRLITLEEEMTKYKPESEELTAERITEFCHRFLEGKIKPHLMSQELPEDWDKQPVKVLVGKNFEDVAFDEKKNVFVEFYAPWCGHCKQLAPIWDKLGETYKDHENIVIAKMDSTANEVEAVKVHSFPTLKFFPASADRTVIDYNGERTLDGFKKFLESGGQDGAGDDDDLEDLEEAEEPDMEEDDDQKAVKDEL
# aDG glyco act: activators of alpha-DG glycosylation, primary screen, uHTS, Pro5-aDG cells, AlphaScreen; alpha-DG glycosylation AlphaScreen (IIH6); 0% Pro5, 100% B10-LARGE cell signal; activation, % at 10 µM; 360,000 tested, 0.22% active; AID 624168, 2012;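 active means activation of at least 8% versus controls, or a plate z-score of at least 8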;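 further: Pro5 are CHO cells carrying HIG-tagged alpha-DG that lacks glycosylation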
# Peg3 promoter: Peg3 promoter-driven luciferase inhibitors, primary screen, cell-based, HeLa, luciferase luminescence; HeLa PEG-Prom luciferase reporter, overnight; inhibition, % at 20 µM; 360,000 tested, 1.7% active; AID 588405, 2011;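 active means inhibition of at least 50% at 20 µM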
# NR2E3 ag-1: NR2E3 agonists in two-hybrid cells, primary screen, cell-based, luminescence, CHO-S, Gal4-NCOR/VP16-NR2E3; luciferase; inhibition of corepressor binding, % at 3.98 µM; 360,000 tested, 0.35% active; AID 602229, 2012;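 active means inhibition above the mean of all tested compounds plus 3 SD, cut at about 70% in these data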;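 further: 0% = DMSO with NR2E3 transfected cells and 100% = cells lacking NR2E3 construct; higher means lower luciferase signal from less NR2E3 corepressor binding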
# Target sequence (Q9Y5X4 whole entry, looked up, the tested form may be a part): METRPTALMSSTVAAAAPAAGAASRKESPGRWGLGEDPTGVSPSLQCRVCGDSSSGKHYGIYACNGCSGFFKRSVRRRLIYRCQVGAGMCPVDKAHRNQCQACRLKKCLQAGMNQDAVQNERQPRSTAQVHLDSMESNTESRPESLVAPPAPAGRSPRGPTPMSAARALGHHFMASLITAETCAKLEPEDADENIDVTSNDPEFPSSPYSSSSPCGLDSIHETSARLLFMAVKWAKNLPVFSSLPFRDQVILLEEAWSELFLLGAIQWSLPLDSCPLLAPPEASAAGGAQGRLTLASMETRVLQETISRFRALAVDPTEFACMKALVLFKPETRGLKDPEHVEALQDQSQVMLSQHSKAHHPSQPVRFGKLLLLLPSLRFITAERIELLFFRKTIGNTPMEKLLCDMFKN
# NR2E3 ag-2: inhibitors of NR2E3-RetCOR corepressor binding, primary screen, NR2E3 agonist project, biochemical, TR-FRET, GST-NR2E3, biotin-RetCOR | Photoreceptor-specific nuclear receptor (Homo sapiens), Q9Y5X4 | 1536-well | inhibition of corepressor binding, % at 4.78 µM | 320,000 tested, 0.12% active | AID 2300, 2010;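 active means percent inhibition above the cutoff of mean plus 3 SD of all tested compounds, set per screening campaign, cut at about 20% in these data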;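 further: 0% = DMSO wells and 100% = biotin wells as full block of FRET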
#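 Test system – NR2E3–RetCOR corepressor complex · Quantity – NR2E3 fusion 1.35 nM · Buffer or medium – Tris pH 7.5 · Incubation – Compound–protein incubation for 5 h at 4 °C · Technique – TR-FRET, Eu(K)-anti-GST donor, streptavidin-D2 acceptor, ex 340, em 617/671 nm · Evaluation – percent inhibition of 671/617 nm emission ratio versus biotin and DMSO controls · Plate – 1536-well format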
# Vif imaging: HIV Vif self-association inhibitors, primary screen, imaging, HEK293T, single point; inhibition, % at 7.49 µM; 340,000 tested, 0.35% active; HEK293T cells, Vif self-association by quenched fluorescence, 24 h; in the data active means inhibition above about 50%, passing the limit was not always enough; inconclusive means no clear call, values can overlap the other calls; inactive means below about 31%; further: some results filed as inactive read as strong as hits
# CaV13 ICDI inh: Primary screen for inhibitors of IQ motif and Ca2+-dependent inactivation inhibitor domain binding in CACNA1D, Förster resonance energy transfer in living cells, …; AID 743397; HEK cells, CFP/YFP FRET ICDI-IQ, plate reader, 10 min; percent FRET-ratio fall versus neutral wells; inhibition, % at 12.3 µM; 340,000 tested, 0.098% active;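 active means mean replicate inhibition of at least 30% and at least 1% of replicates passing that level; inconclusive means only one of the two criteria is met; inactive means neither criterion is met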;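 further: 0% = median of the neutral control wells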
# Starred values were filed as active, the others as inactive; u = inconclusive; x = no result given.
SMILES,hiPSC survival,Granule exo inh,MITF TRPM1 inh,HIF-2a block,PDI inh,aDG glyco act,Peg3 promoter,NR2E3 ag-1,NR2E3 ag-2,Vif imaging,CaV13 ICDI inh
CCN1CCCC1CNC(=O)c1cn(C)c2ccc(S(=O)(=O)N3CCCCCC3)cc2c1=O (stereo unspecified),0.6,-1.4,-7.2,31.3,3.3,0.2,3.0,0.7,x,-1.3,x
COc1ccccc1C(=O)NC(=O)COC(=O)c1cccc(C)c1O,0.7,-3.4,1.1,-10.6,-0.8,-0.3,-7.5,-13.0,-0.5,-3.7,-5.7
COCCCNC(=O)Cn1cnc2sc(C)c(S(=O)(=O)N3CCN(c4ccccc4OC)CC3)c2c1=O,-0.1,-0.4,-0.9,-2.5,4.9,-0.1,17.8,-29.5,2.2,4.1,-2.0
CN1CCN(C/C(=C2/N=C(c3ccccc3)OC2=O)N(C)C)CC1,-1.2,7.8,-8.1,-13.8,6.3,0.0,-9.5,-28.8,3.8,-6.2,-8.2
COc1cc2c(cc1OC)C(NNC(=O)c1ccc(Br)o1)=NC(C)(C)C2,0.2,0.2,-7.7,14.9,2.0,-0.2,13.6,7.1,0.0,13.8,-3.7
Cc1cc(C)c(NC(=O)Cn2nnc(C(=O)NCCc3ccccc3)c2N)c(C)c1,-0.5,4.8,5.6,10.6,10.3,0.0,8.9,-39.4,-1.5,18.7,x
Cc1cccc(NC(=O)c2cc(S(=O)(=O)N3CCCC3)cn2C)c1,-3.2,4.3,x,9.8,x,-0.3,18.2,-24.5,0.5,2.8,-6.0
CCCSc1nnc2nc3c(nn12)c1ccccc1n3C,-0.6,1.2,5.5,-4.0,-11.9,-0.1,17.0,-2.5,6.9,4.0,-5.8
COc1ccccc1C(=O)c1c(C)c(CCC#N)n2ccccc12,0.3,-10.7,-3.8,15.8,0.1,0.1,24.1,-13.1,0.7,-4.3,-18.3
Cc1ccccc1NC(=O)Nc1ccccc1C(N)=O,0.4,0.7,2.9,14.9,-3.6,-0.3,27.4,-12.2,2.9,5.0,-2.3
C#CC(C)(CC)NC(=O)Cn1nnc(-c2cccc(C(F)(F)F)c2)n1 (stereo unspecified),-0.4,-8.1,6.0,6.5,-20.1,-0.1,13.5,7.2,2.6,-4.0,-5.2
Cc1ccn2c(C=O)c(-c3ccc(F)cc3)c(C=O)c2c1,0.3,-11.6,-11.3,-38.4,0.7,0.0,-25.2,-18.7,-0.1,5.7,-2.1
Cc1noc(/C=C/N(C)C)c1S(=O)(=O)N1CCCC(C(=O)Nc2ccc(F)cc2F)C1 (stereo unspecified),0.9,3.8,-0.5,9.7,17.0,0.0,0.6,-5.9,0.9,2.4,-3.2
Cc1ccc(N(C(=O)c2csnn2)C(C(=O)NC(C)(C)C)c2cccs2)cc1 (stereo unspecified),-1.0,0.5,-2.1,0.2,-1.6,0.0,8.6,16.0,4.0,-4.2,x
CSC1=NCCN1C(=O)c1ccco1,-1.0,-1.4,-4.3,0.5,x,-0.2,-12.2,-7.3,5.3,38.0,-1.4
O=C(c1cccs1)N1CCN(c2ncccn2)CC1,-0.3,1.0,-22.4,-2.8,2.3,0.0,-13.8,-18.5,2.3,9.6,-4.8
O=C(Nc1cc(Br)ccc1O)C1CC(c2ccccc2Cl)=NO1 (stereo unspecified),-0.8,-9.0,10.0,5.5,-8.1,0.1,16.7,-3.1,x,-4.1,-19.7
COc1cccc(Nc2ncnc3sccc23)c1,-0.5,-20.1,-72.8,-195.3,3.1,0.1,-233.3,-53.4,6.1,6.8,-3.2
CCCNC(=O)c1cc(S(=O)(=O)N2CCc3ccccc32)ccc1F,-1.3,-0.8,6.1,19.1,-2.6,0.1,11.4,-0.9,-0.7,-2.4,-7.6
CCC(c1nnnn1CS(=O)(=O)c1ccc(C)cc1)N1CCN(c2nc3ccccc3s2)CC1 (stereo unspecified),-0.3,-1.7,15.2,-52.5,5.7,0.3,12.2,-1.8,-1.3,-10.0,-9.3

# Reprinted at random: two records from the list.
SMILES,hiPSC survival,Granule exo inh,MITF TRPM1 inh,HIF-2a block,PDI inh,aDG glyco act,Peg3 promoter,NR2E3 ag-1,NR2E3 ag-2,Vif imaging,CaV13 ICDI inh
Cc1ccccc1NC(=O)Nc1ccccc1C(N)=O,0.4,0.7,2.9,14.9,-3.6,-0.3,27.4,-12.2,2.9,5.0,-2.3
O=C(c1cccs1)N1CCN(c2ncccn2)CC1,-0.3,1.0,-22.4,-2.8,2.3,0.0,-13.8,-18.5,2.3,9.6,-4.8

# More structures follow.
SMILES,hiPSC survival,Granule exo inh,MITF TRPM1 inh,HIF-2a block,PDI inh,aDG glyco act,Peg3 promoter,NR2E3 ag-1,NR2E3 ag-2,Vif imaging,CaV13 ICDI inh
CCOc1ccc(N(CC(=O)Nc2ccc3c(c2)OCCO3)S(=O)(=O)c2c(C)noc2C)cc1,1.6,33.4,-0.4,5.5,9.9,-0.3,26.9,11.3,5.7,-2.1,-7.1
Cc1cccc(Oc2nc(CN3CCOCC3)nc3sc4c(c23)CCCC4)c1,1.0,-0.7,8.1,29.2,-2.0,0.2,15.9,-4.6,-0.2,-5.7,-4.0
Nc1cccnc1Sc1ccccc1,-0.1,29.9,0.6,2.7,5.7,0.0,-1.2,6.9,1.4,5.2,-1.8
Cc1[nH]n(-c2ccccc2)c(=O)c1-c1cccc(Cl)c1,-2.8,8.2,9.1,-2.2,0.5,-0.1,-10.3,8.6,-4.4,19.3,-4.3
Cc1ccc(NC(=O)Nc2ccc(C(=O)N3CCOCC3)cc2)cc1,-0.9,2.1,-6.6,-17.8,0.1,0.0,-15.8,-11.6,0.3,-4.4,-5.9
O=C(N/N=C/c1cccc2ccccc12)c1n[nH]c2c1CCCC2,-1.0,-1.1,7.2,-113.4,-3.4,-0.3,-52.7,-61.8,0.2,8.2,5.2
Cc1cc(N2C(=O)CC(N3CCN(C(c4ccccc4)c4ccccc4)CC3)C2=O)no1 (stereo unspecified),-0.8,0.5,1.4,8.2,-1.6,-0.2,14.1,-15.3,0.0,6.5,-6.5
CC(C)CC(=O)Nc1c2c(nn1-c1cccc(Cl)c1)CS(=O)(=O)C2,0.0,-6.5,-7.5,14.8,0.9,0.1,8.4,-5.8,1.0,-7.8,-16.4
Cc1ccc(S(=O)(=O)NC(=O)C2(C)CCN2C(=O)c2cccc(F)c2)nc1 (stereo unspecified),3.8,1.6,x,11.3,9.5,-0.3,11.2,22.7,x,u,-5.9
O=C(Nc1ccccn1)c1ccc2c(c1)S(=O)(=O)c1ccccc1C2=O,2.4,-1.0,-57.9,-149.2,-7.3,0.7,-66.6,6.5,2.6,-1.3,-10.5
CCC1Oc2ccc(C)cc2N(CC(=O)NCc2ccco2)C1=O (stereo unspecified),4.5,5.2,x,15.7,-2.5,-0.1,5.6,5.7,-0.5,-1.5,-6.0
CCC1CCC2(CC1)NC(CO)(CO)CO2 (stereo unspecified),8.4,-0.5,-4.1,7.4,-2.2,-0.3,-0.6,5.4,3.3,5.6,-4.9
CCOc1ccc(CC(=O)NNC(=S)NC2CCCCC2)cc1OCC,5.8,-1.1,1.5,8.0,-4.7,0.2,17.3,-15.6,-1.7,x,x
O=C(NC1CC2CCCC(C1)N2S(=O)(=O)c1ccccc1)c1ccco1 (stereo unspecified),-1.8,-1.9,6.7,-7.3,3.1,0.0,6.5,7.2,1.5,-2.4,-4.5
COc1cc(C(=O)NCCN2CCN(C(=O)c3cc(OC)c(OC)c(OC)c3)CC2)cc(OC)c1OC,0.8,-17.1,8.3,13.5,0.3,-0.4,6.9,-11.9,0.5,1.1,-5.1
Cc1nnc(SCC(=O)Nc2ccc(OC(F)F)c(Cl)c2)n(N)c1=O,0.0,1.6,-0.5,-4.3,6.5,-0.1,2.9,-15.0,x,40.2,-5.1
CC1(C)Cc2c(cnn2-c2ccc(F)cc2)C(NC(=O)CCCN2CCCCC2=O)C1 (stereo unspecified),0.0,-1.2,4.7,-31.3,-8.5,0.2,-20.0,-17.9,-0.5,-4.0,-7.5
Cc1ccc(/C=N/n2c(C)nnc2C)s1,7.2,-1.0,-2.9,9.6,-5.3,-0.1,9.4,-27.4,3.6,37.0,-5.1
Cc1ccc(NC(=O)C2CCCN2S(=O)(=O)c2ccc(-c3ccc(=O)[nH]n3)s2)c(C)c1 (stereo unspecified),-0.1,-1.1,4.8,17.6,-0.8,-0.3,14.5,-4.7,-0.7,18.7,-2.2
CCn1nc(C(=O)NNC(=O)c2ccc(OC(F)F)cc2)c2ccccc2c1=O,0.3,-3.4,7.1,-7.9,-3.7,0.0,-7.1,-19.2,x,-0.9,-6.2
O=C(COc1ccc([N+](=O)[O-])cc1)Nc1ccncc1,3.6,-3.8,-2.3,0.8,4.1,0.7,9.6,15.3,4.7,3.7,16.9
C=CCNC(=O)COc1ccccc1C#N,0.5,-1.8,-1.3,-62.5,0.0,-0.1,-25.2,-11.1,-1.5,8.0,-1.8
CC(Sc1nncn1C)C(=O)Nc1cc(C(F)(F)F)ccc1N1CCOCC1 (stereo unspecified),0.3,-2.6,0.1,10.9,0.2,-0.2,-6.6,-19.5,-4.5,14.5,-4.9
CN(C)S(=O)(=O)n1cc(/C=C(\NC(=O)c2ccccc2F)C(=O)NCCCn2ccnc2)c2ccccc21,-0.4,18.3,2.3,11.3,-9.1,-0.1,28.1,-7.0,x,7.4,-6.8
COc1ccc(C(=O)N=c2sc3c(C)ccc(OC)c3n2C)cc1,-2.3,11.4,x,-264.8,x,-0.1,-218.7,-99.6,4.7,6.9,-2.8
CC1NC(C)(C)Cc2c1ccc1ccccc21 (stereo unspecified),-0.7,-2.6,0.4,4.3,3.5,0.2,-16.3,-22.9,3.7,4.7,1.1
COc1ccc(C(=O)Nc2ccc(C(F)(F)F)n(C)c2=O)cc1,2.2,-2.3,-26.9,-247.5,-8.1,-0.3,-172.2,-25.0,-2.0,1.3,-2.6

# Random draw from the library (roughly 3.5% active in at least one column).
